All columns: NCI-60 one-dose screen, growth in % after 48 h at 10 µM unless noted; 100 = growth as untreated, 0 = no growth, -100 = all killed.
PC-3: PC-3 prostate cancer cells. 3.9% of 80,000 active. AID 1794754
U251: U251 CNS tumor cells | 5.4% of 80,000 active | AID 1794753
SF-268: SF-268 CNS cancer cells. 3.1% of 82,000 active. AID 1794759
HCC-2998: HCC-2998 colon cancer; 4.7% of 79,000 active; AID 1794799
SNB-75: SNB-75 CNS cancer. AID 1794750. 5% of 79,000 active
SNB-19: SNB-19 CNS cancer cells; 2.5% of 81,000 active
SF-295: SF-295 CNS cancer cells. AID 1794758. 5.6% of 79,000 active
SF-539: SF-539 CNS cancer. 6.8% of 81,000 active. AID 1794752
Numbers without * were called inactive; nt = no result given; & = joins results of further samples. The calls were made as follows: active = growth percent below 10; inactive = the rest.

Assay codes: A = PC-3; B = U251; C = SF-268; D = HCC-2998; E = SNB-75; F = SNB-19; G = SF-295; H = SF-539
#1 Oc1cccc(Nc2nc(-c3ccccn3)cs2)c1
  A: 94	B: 101	C: 110	D: nt	E: 94	F: 99	G: 99	H: 98

#2 CCn1c(=S)sc2c(NCc3ccc(Cl)cc3)nc(-c3cccnc3)nc21
  A: 77	B: 78	C: 91	D: 107	E: 89	F: 101	G: 93	H: 93

#3 NS(=O)(=O)c1ccc(NC(=O)CSc2ccc(-c3ccccc3)nn2)c(Br)c1
  A: 52	B: 18	C: 21	D: 78	E: 14	F: 43	G: 70	H: 48

#4 Cc1ccc(NC(=O)c2nc(S(C)(=O)=O)n(C)c2-c2ccc(F)cc2)cc1Nc1nccc(-c2cccnc2)n1
  A: 95	B: 119	C: 109	D: 102	E: 84	F: 116	G: 92	H: 81

#5 CN1CCc2c(sc3ncnc(N/N=C/c4ccc(N5CCOCC5)cc4)c23)C1
  A: 94	B: 100	C: 97	D: 109	E: 87	F: 100	G: 99	H: 89

#6 CCOC(=O)c1nc2cc(Cl)cnc2nc1NCc1ccc(OC)cc1
  A: 90	B: 105	C: 100	D: 101	E: 92	F: 104	G: 101	H: 94

#7 CC(=O)c1cc(O)ccc1O
  A: 98	B: 104	C: 109	D: 99	E: 103	F: 98	G: 104	H: 93

#8 C#CCOc1ccc(C(Nc2ccc(Cl)cc2)c2nnnn2C2CCCCC2)cc1OC (stereo not drawn)
  A: 89	B: 92	C: 83	D: 99	E: 110	F: 84	G: 89	H: 94

#9 CC(=O)/C(C)=C\C1C(C)=CCCC1(C)C (stereo not drawn)
  A: 105	B: 95	C: 106	D: 113	E: 43	F: 100	G: 103	H: 103

#10 COc1cc(Cc2cc(-c3ccccc3)n[nH]c2=O)cc(OC)c1OC
  A: 62	B: 49	C: 70	D: 79	E: 56	F: 63	G: 61	H: 61

#11 O=C1CCC(OCc2ccc(O)cc2)N1 (stereo not drawn)
  A: 104	B: 104	C: 100	D: 98	E: 104	F: 106	G: 98	H: 97

#12 CN1C(=O)C(Br)(Br)CC1c1cccnc1 (stereo not drawn)
  A: 99	B: nt	C: 107	D: 106	E: 91	F: 98	G: 94	H: 119

#13 CCN(Cc1cccc(CN(CC)C(=O)C(Cl)Cl)c1)C(=O)C(Cl)Cl
  A: 96	B: 91	C: 108	D: 105	E: 78	F: 100	G: 98	H: 96

#14 O=S(=O)(Cc1cccc2c(CS(=O)(=O)c3ccc(Cl)cc3)cccc12)c1ccc(Cl)cc1
  A: 92	B: 104	C: 93	D: 101	E: 88	F: 104	G: nt	H: 94

#15 CCCCc1ccc(-c2nc3c(c(C)nc4c3nnn4-c3ccccc3)c(=O)o2)cc1
  A: 95	B: 104	C: 100	D: 129	E: 95	F: 105	G: 101	H: 95

#16 C#CCOc1ccccc1C(OC(=O)c1ccc(F)cc1)C(=O)NC(C)(C)C(C)(C)C (stereo not drawn)
  A: 64	B: 92	C: 89	D: 96	E: 70	F: 90	G: 82	H: 95

#17 O=C(O)c1cn(C2CC2)c2cc(N3CCN(Cc4cc(-c5ccccc5)no4)CC3)c(F)cc2c1=O
  A: 86	B: 103	C: 95	D: 92	E: 77	F: 96	G: 79	H: 93

#18 Cc1cc2c(s1)CCCC1CC(=O)N(CN3CCN(C)CC3)N=C21 (stereo not drawn)
  A: 96	B: 105	C: 106	D: 113	E: 85	F: 93	G: 106	H: 95

#19 CCOc1ccccc1Cn1ccnc1CCc1c(Cl)c(O)cc(O)c1C(=O)OC
  A: 87	B: 98	C: 102	D: 98	E: 88	F: 92	G: 95	H: 103

#20 CCCCn1cnc2c(Sc3c([N+](=O)[O-])ncn3C)nc(N)nc21
  A: nt	B: 101	C: 102	D: 113	E: 84	F: 96	G: nt	H: 105

#21 CCOC(=O)C(CCC(C)(C)C)(CCC(C)(C)C)C(=O)OCC
  A: 95	B: 111	C: 107	D: 116	E: 94	F: 101	G: 97	H: 94

#22 O=C1Nc2ccccc2C1(c1c[nH]c2ccccc12)c1c[nH]c2ccccc12
  A: -9.6*	B: 74	C: 53	D: 26	E: -13*	F: 82	G: 86	H: 47

#23 COc1cc(/C=C2\C(=O)Nc3cc(Cl)ccc32)ccc1OCc1ccccn1
  A: 98	B: 108	C: 106	D: 112	E: 101	F: 102	G: 101	H: 95

#24 C[C@@H](O)[C@@H]1NC(=O)[C@@H](CCCCn2cnnn2)NC(=O)[C@H](Cc2c[nH]c3ccccc23)NC(=O)[C@@H](Cc2ccccc2)NC(=O)[C@H](NC(=O)[C@H](N)Cc2ccccc2)CSSC[C@H](C(=O)N[C@H](CO)[C@@H](C)O)NC1=O
  A: 105	B: 107	C: 91	D: 91	E: 105	F: 96	G: 97	H: 96

#25 O=C(Nc1ccc(Br)cc1)Nc1ccc(F)c(C(=O)c2c[nH]c3ncccc23)c1F
  A: 79	B: 105	C: 88	D: 124	E: nt	F: 106	G: 89	H: 87

For reference, five of the compounds above.
Assay codes: A = PC-3; B = U251; C = SF-268; D = HCC-2998; E = SNB-75; F = SNB-19; G = SF-295; H = SF-539
#1 Oc1cccc(Nc2nc(-c3ccccn3)cs2)c1
  A: 94	B: 101	C: 110	D: nt	E: 94	F: 99	G: 99	H: 98

#2 CCn1c(=S)sc2c(NCc3ccc(Cl)cc3)nc(-c3cccnc3)nc21
  A: 77	B: 78	C: 91	D: 107	E: 89	F: 101	G: 93	H: 93

#3 NS(=O)(=O)c1ccc(NC(=O)CSc2ccc(-c3ccccc3)nn2)c(Br)c1
  A: 52	B: 18	C: 21	D: 78	E: 14	F: 43	G: 70	H: 48

#4 Cc1ccc(NC(=O)c2nc(S(C)(=O)=O)n(C)c2-c2ccc(F)cc2)cc1Nc1nccc(-c2cccnc2)n1
  A: 95	B: 119	C: 109	D: 102	E: 84	F: 116	G: 92	H: 81

#5 CN1CCc2c(sc3ncnc(N/N=C/c4ccc(N5CCOCC5)cc4)c23)C1
  A: 94	B: 100	C: 97	D: 109	E: 87	F: 100	G: 99	H: 89

Carrying on.
Assay codes: A = PC-3; B = U251; C = SF-268; D = HCC-2998; E = SNB-75; F = SNB-19; G = SF-295; H = SF-539
#26 COc1cc(/C=C2/C(=O)Nc3ccc(Cl)cc32)ccc1O
  A: 86	B: 60	C: 71	D: 101	E: 50	F: 79	G: 91	H: 54

#27 CCCCCCCC/C=C\CCCCCCCCOc1cccc(CC(=O)NCC[N+](C)(C)C)c1
  A: 36	B: 46	C: 72	D: 66	E: 59	F: 60	G: 87	H: 92

#28 Cc1cc(C)c(O)c(C(=O)CC(Br)C(=O)O)c1 (stereo not drawn)
  A: 90	B: 100	C: 96	D: 93	E: 102	F: 108	G: 101	H: 91

#29 C#CCN(C)CCCOc1ccc(NCc2ccc(C(=O)NO)cc2)cc1Cl
  A: 29	B: 20	C: 30	D: 33	E: 10	F: 35	G: 1.0*	H: 24

#30 Nc1cc(Cl)c(S(=O)(=O)O)cc1Cl
  A: 97&92	B: 104&105	C: 95&97	D: 101&104	E: 91&92	F: 94&99	G: 117&103	H: 97&94

#31 COc1cc2nc(NC3CC3)nc(NC3CCN(C)CC3)c2cc1OC
  A: 98	B: 93	C: 92	D: 101	E: 43	F: 93	G: 99	H: 92

#32 NS(=O)(=O)c1ccc(NC(=O)CSc2ccc(-c3ccc(F)cc3)nn2)cc1
  A: 130	B: 105	C: 103	D: 123	E: 100	F: 98	G: 93	H: 92

#33 CCOC(=O)C1=C(C(=O)OCC)N(c2cc(OC)c(OC)c(OC)c2)C(N)=C(C#N)C1c1cc(=O)[nH]c2ccccc12 (stereo not drawn)
  A: 123	B: 99	C: 91	D: 108	E: 83	F: 98	G: 94	H: 88

#34 COc1cc(/C=C2\SC(=S)N(CC(=O)O)C2=O)ccc1OCCCCOc1ccc(/C=C2\SC(=S)N(CC(=O)O)C2=O)cc1OC
  A: 101	B: 102	C: 107	D: 99	E: 95	F: 108	G: 104	H: 102

#35 COc1ccc(/C=C/C(C)=N/OCC(=O)O)cc1
  A: 94	B: 95	C: 107	D: 105	E: 100	F: 103	G: 100	H: 101

#36 N#Cc1c(NCc2ccc(N3CCCCC3)cc2)oc(-c2ccccc2)c1-c1ccccc1
  A: 54	B: 57	C: 90	D: 104	E: 94	F: 94	G: 79	H: 86

#37 Cc1ccc(S(=O)(=O)N2CCC(=O)c3ccccc32)cc1
  A: 75	B: 49	C: 80	D: 84	E: 43	F: 69	G: 87	H: 55

#38 O=[N+]([O-])C(CO)(CO)c1ccccc1
  A: 92	B: 109	C: 104	D: 110	E: 89	F: nt	G: 104	H: 99

#39 CC1=C(C)C(=O)C(N2CCC(N3CCOCC3)CC2)=CC1=O
  A: 92	B: 105	C: 105	D: 113	E: 95	F: 101	G: 105	H: 103

#40 O=C(Oc1ccc(-c2ccccc2)cc1)c1ccccc1
  A: nt	B: 99	C: 105	D: 95	E: 106	F: 111	G: 127	H: 94

#41 COC(=O)COC(=O)c1cc([N+](=O)[O-])cc([N+](=O)[O-])c1
  A: 79	B: 93	C: 105	D: 100	E: 101	F: 98	G: 104	H: 99

#42 CC(Cc1cccc2ccccc12)C(N)=O (stereo not drawn)
  A: 94	B: 105	C: 106	D: 106	E: 99	F: 104	G: 100	H: 97

#43 CCOC(=O)C=P(c1ccccc1)(c1ccccc1)c1ccccc1
  A: 100	B: 101	C: 115	D: 98	E: 79	F: 103	G: 103	H: 92

#44 Clc1ccccc1N=Cc1ccc2c(c1)OCO2
  A: 107	B: 95	C: 107	D: 103	E: 95	F: 105	G: 102	H: 112

#45 CC(C)(C)c1cccc(C(C)(C)C)c1O
  A: 99	B: 107	C: 110	D: 114	E: 111	F: 102	G: 116	H: 93

#46 CCOC(=O)n1cc(-c2nonc2-c2cn(C)c3ncccc23)c2ccccc21
  A: nt	B: 83	C: 82	D: 90	E: 62	F: 89	G: 83	H: 92

#47 O=c1cc(-n2nncc2Cn2c3ccccc3c3ccccc32)c2ccccc2[nH]1
  A: 85	B: 101	C: 93	D: 109	E: 76	F: 101	G: 90	H: 91

#48 NCCCCn1c(Cc2ccc(Cl)c(Cl)c2)nnc1Cc1cc2ccccc2[nH]1
  A: 77	B: 99	C: 92	D: 105	E: 68	F: 91	G: 93	H: 103

#49 NC(N)=N/N=C/c1ccccc1F
  A: 98	B: 106	C: nt	D: 108	E: 79	F: 106	G: 108	H: 111

#50 CS(=O)(=O)Nc1cc(-c2ccc3ncc(C#N)c(N[C@H](CO)c4ccccc4)c3c2)cnc1Cl
  A: 33	B: 36	C: 28	D: 42	E: 36	F: 42	G: 57	H: 44

A draw from above in order of heavy-atom count, smallest number first.
Assay codes: A = PC-3; B = U251; C = SF-268; D = HCC-2998; E = SNB-75; F = SNB-19; G = SF-295; H = SF-539
#45 CC(C)(C)c1cccc(C(C)(C)C)c1O
  A: 99	B: 107	C: 110	D: 114	E: 111	F: 102	G: 116	H: 93

#28 Cc1cc(C)c(O)c(C(=O)CC(Br)C(=O)O)c1 (stereo not drawn)
  A: 90	B: 100	C: 96	D: 93	E: 102	F: 108	G: 101	H: 91

#41 COC(=O)COC(=O)c1cc([N+](=O)[O-])cc([N+](=O)[O-])c1
  A: 79	B: 93	C: 105	D: 100	E: 101	F: 98	G: 104	H: 99

Look-ups from the list.
COC(=O)COC(=O)c1cc([N+](=O)[O-])cc([N+](=O)[O-])c1 – SNB-19 = 98
CC(C)(C)c1cccc(C(C)(C)C)c1O – SF-295 = 116

(further entries)
Assay codes: A = PC-3; B = U251; C = SF-268; D = HCC-2998; E = SNB-75; F = SNB-19; G = SF-295; H = SF-539
#51 NS(=O)(=O)Oc1ccc(C(=O)NC23CC4CC(CC(C4)C2)C3)cc1F
  A: 101	B: 98	C: 91	D: 117	E: 104	F: 99	G: 97	H: 101

#52 COc1ccc(NC(=O)Cn2c(/C=C/c3cccc(OC)c3)nc3ccccc3c2=O)cc1
  A: 74	B: -27*	C: 66	D: 92	E: -34*	F: 56	G: 35	H: -46*

#53 Cc1ccccc1-n1c(C)nc2ccc(N3CCNC3=O)cc2c1=O
  A: 93	B: 103	C: 100	D: 123	E: 99	F: 96	G: 102	H: 98

#54 Oc1cccc(-c2nc3sccn3c2-c2ccncn2)c1
  A: 85	B: 114	C: 106	D: 111	E: 39	F: 111	G: 101	H: 99

#55 CN(C)C(=S)SCc1ccc(Cl)cc1Cl
  A: 90	B: 89	C: 93	D: 97	E: 96	F: 108	G: 98	H: 103

#56 CC(C)=CCC[C@](C)(O)[C@H]1CC[C@]2(C)[C@@H]1CC[C@@H]1[C@@]3(C)C/C(=C/c4ccc(C(F)(F)F)cc4C(F)(F)F)C(=O)C(C)(C)[C@@H]3CC[C@]12C
  A: 86	B: 100	C: 93	D: 102	E: 86	F: 91	G: 102	H: 98

#57 CCOC(=O)c1nn(-c2ccccc2)/c(=N/N=Cc2cn(-c3ccccc3)nc2-c2cc3ccccc3oc2=O)s1
  A: 102	B: 91	C: 100	D: 103	E: 95	F: 103	G: 102	H: 97

#58 COC(=O)[C@]1(C)N[C@H](c2cn(-c3ccccc3)nc2C)[C@@H]2C(=O)N(c3ccccc3)C(=O)[C@@H]21
  A: 103	B: 107	C: 101	D: 94	E: 88	F: 101	G: 100	H: nt

#59 O=C([O-])C1CCCCC1[I+]c1ccccc1 (stereo not drawn)
  A: 85	B: 98	C: 112	D: 117	E: 81	F: 93	G: nt	H: 95

#60 Cc1cc(=O)[nH]c(NNC(=O)c2ccc(Cl)cc2)n1
  A: 107	B: 104	C: 113	D: 106	E: 81	F: 108	G: nt	H: 100

#61 COc1c(F)ccc(C(=O)Nc2ccc3nc(NC(=O)C4CCCN(S(=O)(=O)c5ccc(C(F)(F)F)cc5)C4)sc3c2)c1F (stereo not drawn)
  A: 58	B: 76	C: 68	D: 99	E: nt	F: 84	G: 75	H: 68

An unsorted share of the library. About 10% of those tested had a hit in this group.
